Assay outcomes from PubChem.
TRb-SRC2 inh: disrupts binding of human TR beta to SRC2; P10828; AID 1469; hit rate 0.065% among 280,000; TRbeta-SRC2 peptide binding, fluorescence polarization; receptor liganded with 1 µM T3; Potency, µM (top dose mostly 106 µM), inactives show at the top dose activity change, negative = inhibition, usual class: inhibitors;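 also: potency is read from the fitted curve at half-maximal effect; plate controls were bound peptide for no effect and peptide without receptor for full effect; nearly all actives have a fitted effect of over 50% in size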
Target sequence (P10828 whole entry, looked up): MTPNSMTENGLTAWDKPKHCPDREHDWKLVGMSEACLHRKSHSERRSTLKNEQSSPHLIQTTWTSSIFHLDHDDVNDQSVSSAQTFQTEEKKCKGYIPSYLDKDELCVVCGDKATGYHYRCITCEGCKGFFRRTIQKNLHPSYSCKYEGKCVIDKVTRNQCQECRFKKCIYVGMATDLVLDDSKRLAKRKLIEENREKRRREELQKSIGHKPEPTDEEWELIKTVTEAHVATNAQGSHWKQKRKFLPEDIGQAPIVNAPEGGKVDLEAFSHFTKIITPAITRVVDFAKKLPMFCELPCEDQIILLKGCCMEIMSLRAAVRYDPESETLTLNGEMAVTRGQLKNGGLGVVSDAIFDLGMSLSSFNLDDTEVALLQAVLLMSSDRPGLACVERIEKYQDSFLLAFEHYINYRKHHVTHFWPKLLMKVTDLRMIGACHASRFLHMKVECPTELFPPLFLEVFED
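Assay buffer: 20 mM Tris-HCl, 100 mM NaCl, 10% glycerol, 1 mM EDTA, 0.01% NP-40, 1 mM DTT, 1 uM T3, 5% DMSO; TRb LBD 0.6 uM, Texas Red SRC2 20 nM; FP after 5 hr.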
Epigenetic derep: epigenetic control regulation, reporter derepression | AID 1865 | murine LDR cells, GFP reporter derepression, 30 h | hit rate 0.2% among 280,000 | Potency, µM (series often up to 53.9 µM), inactives show at the highest dose GFP activation, actives largely listed as activators; also: potency is read from the fitted curve at half-maximal effect; % of control where 0% means no effect; nearly all actives have a fitted effect of over 60% in size
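Derepression of a silenced CMV-GFP reporter in murine LDR cells is scored by enumerating GFP-positive cells with a laser-scanning microplate cytometer after 30 hours of treatment at 37 C.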
TR SRC2 fluor cs: Texas Red fluorescence interference in TRb-SRC2 counter-screen. Potency, µM (highest dose often 106 µM), inactives show at the highest dose fluorescence change, negative = quenching. TRb/SRC2 Texas Red total fluorescence interference. hit rate 0.29% among 280,000. AID 1479; active = well fitted curve in either direction with a large enough effect; inconclusive = small, poorly fitted or top-dose-only effect; also: potency is read from the fitted curve at half-maximal effect; % is scaled to controls: 0 for no effect and ±100 for the full control effect
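Human TRb ligand-binding domain at 0.6 uM with 20 nM Texas Red SRC2 peptide in Tris buffer containing 1 uM T3 and 5% DMSO, incubated with compound 5 h at ambient temperature. Total fluorescence (555/632 nm) calculated as parallel + 2 × perpendicular.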
Tau FP inhib: inhibitors of human tau fibril formation. P10636. K18 P301L tau heparin fibrillization, Alexa594 FP, 6 h. Potency, µM (titrated, usually from 57.7 µM), inactives show at the top dose activity, negative = inhibition, most hits filed as inhibitors. hit rate 0.39% among 280,000; also: potency is read from the fitted curve at half-maximal effect; % is scaled to controls: 0 for no effect and ±100 for the full control effect; nearly all actives have a fitted effect of over 55% in size
Target sequence (P10636 561-689 P618L limits assumed): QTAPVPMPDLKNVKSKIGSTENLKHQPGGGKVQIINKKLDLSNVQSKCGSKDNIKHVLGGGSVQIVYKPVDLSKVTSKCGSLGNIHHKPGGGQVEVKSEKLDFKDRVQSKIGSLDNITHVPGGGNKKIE
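Heparin (20 uM) drove fibril formation of recombinant tau K18 P301L, 15 uM unlabeled with 0.24 uM Alexa 594 label, for 6 hr at 37 C in 100 mM sodium acetate pH 7. Fluorescence polarization (555/632 nm) read 1 hr after 30 uM ThT.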
Tau fluor counter: counter-screen for tau fibril formation inhibitors | Potency, µM (highest dose often 57.7 µM), for inactives: top-dose activity change, negative = decrease | hit rate 0.93% among 280,000 | tau K18 P301L Alexa594 fluorescence, heparin fibrillization; also: potency is read from the fitted curve at half-maximal effect; % is scaled to controls: 0 for no effect and ±100 for the full control effect; nearly all actives have a fitted effect of over 55% in size
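Human tau K18 P301L (15 uM unlabeled, 0.24 uM Alexa 594-labeled) in 100 mM sodium acetate pH 7 with 20 uM heparin, 6 hr at 37 C. ThT 30 uM added, 1 hr ambient; Alexa 594 FP and total fluorescence read at 555/632 nm.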
GLA spleen mod: alpha-galactosidase A (human) modulation | human spleen homogenate, 4MU-alpha-Gal fluorescence, 40 min | Potency, µM (doses to about 80 µM), without a hit: at the top dose activity change, negative = inhibition, usual class: inhibitors | hit rate 0.008% among 240,000 | AID 2107;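 also: potency is read from the fitted curve at half-maximal effect; 0% = enzyme with vehicle and -100% = no enzyme basal signal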
Target sequence (P06280 32-429 limits assumed): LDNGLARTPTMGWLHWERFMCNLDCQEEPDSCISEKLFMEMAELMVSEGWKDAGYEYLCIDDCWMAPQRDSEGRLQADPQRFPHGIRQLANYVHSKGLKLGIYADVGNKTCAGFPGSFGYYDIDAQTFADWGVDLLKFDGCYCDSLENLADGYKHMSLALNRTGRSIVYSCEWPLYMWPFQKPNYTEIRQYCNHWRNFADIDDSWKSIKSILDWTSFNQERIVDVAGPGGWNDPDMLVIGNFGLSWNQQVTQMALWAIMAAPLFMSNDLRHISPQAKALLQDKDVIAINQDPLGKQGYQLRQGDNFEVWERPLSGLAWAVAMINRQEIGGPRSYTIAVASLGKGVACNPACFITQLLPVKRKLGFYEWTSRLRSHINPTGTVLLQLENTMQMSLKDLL
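Spleen homogenate 1 ug + cpd (titration) + 4-MU-alpha-D-galactopyranoside 1 mM; 37C 40 min; 50 mM citrate/phosphate pH 5.0, 0.01% Tween-20; stop pH 10; fluorescence 365/440; AC50 via Hill.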
CBFb-RUNX1 inh: inhibitors of human CBF-beta and RUNX1 interaction. AlphaScreen CBFb-His/RUNX1-biotin binding, biochemical. Potency, µM (series often up to 59.8 µM), for inactives: top-dose activity, negative = inhibition, hits mostly inhibitors. 230,000 tested, under 10 active; also: % of control where 0% means no effect
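Compounds were screened at multiple concentrations against a preformed CBF-beta(His)/RUNX1(biotin) complex (30 nM of each) for 15 min at room temperature, followed by 90 min with nickel and streptavidin beads and AlphaScreen reading.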
NPSR antag: blocks cAMP signaling of the human neuropeptide S receptor. Q6W5P4. CHO-NPSR cells, cAMP TR-FRET, antagonist mode. Potency, µM (series often up to 38.3 µM), without a hit: at the top dose activity change, negative = inhibition, hits mostly inhibitors. hit rate 1% among 220,000. AID 1461; also: potency is read from the fitted curve at half-maximal effect; % is scaled to controls: 0 for no effect and ±100 for the full control effect; nearly all actives have a fitted effect of over 50% in size; many of its hits are not listed in these tables
Starred values were filed as active, the others as inactive; ? = inconclusive; / = no result given; [ ] = remark or other dose. Unless noted, calls follow the shape of the dose curve; as a rule, active = well fitted curve in the direction sought with a large enough effect; inconclusive = small, poorly fitted or top-dose-only effect, or another doubt; inactive = no such curve, though single readings can be large; an effect the other way counts as inactive or inconclusive. The list is partial; the hit share may differ from the screen's.

1. CCN(CC)S(=O)(=O)c1ccc(N2CCOCC2)c(NS(=O)(=O)c2cc(C(C)(C)C)ccc2C)c1
2. CCn1c(Cc2ccccc2)nnc1SCC(=O)Nc1ccc2c(c1)OCCO2
3. CC(=O)c1cnc2c(C(=O)O)cnn2c1C
4. C/C(=C\C=C\c1ccccc1)C(=O)c1c(C)cc(C)[nH]c1=O
5. O=C(Nc1ccn(-c2ccccc2)n1)c1ccc(S(=O)(=O)N2CCCCCC2)cc1
6. CC1OC(OC2C(OC3C(O[C@H]4CC[C@]5(C)C6C=C[C@]78OC[C@@]9(CC[C@@H](C)[C@H](C)C97)[C@H](O)C[C@@]8(C)[C@]6(C)CC[C@H]5C4(C)C)OC(C)C(O)C3O)OC(CO)C(O)C2O)C(O)C(O)C1O (stereo partly specified)
7. Cc1nc2c(-c3ccc(F)cc3)c(C)nn2c(C)c1CCC(=O)N1CCN(c2ccccn2)CC1
8. O=C(CN1CCCCC1)N1c2ccccc2Oc2ccccc21

screen / no. | 1 | 2 | 3 | 4 | 5 | 6 | 7 | 8
TRb-SRC2 inh | 4% | -12% | -2% | -10% | -3% | -1% | 3% | 1%
Epigenetic derep | 0.9% | -11% | 1.1% | -2.6% | 0.0% | -1.1% | 0.2% | 0.3%
TR SRC2 fluor cs | 1% | 1% | -5% | -1% | -1% | -4% | 1% | -1%
Tau FP inhib | 4% | 6% | 0% | 6% | 0% | -3% | 4% | 0%
Tau fluor counter | -24% | 7% | 5% | 4% | ? | -3% | -6% | -6%
GLA spleen mod | 11% | 2% | 1% | -17% | 1% | 1% | -1% | 1%
CBFb-RUNX1 inh | 5% | 5% | -24% | 2% | 1% | -2% | -1% | -7%
NPSR antag | -37% | -1%[46.1 µM] | 8%[46.1 µM] | 49% | ? | ? | ? | 0%[46.1 µM]

9. O=C(NCC(c1ccco1)S(=O)(=O)c1cccs1)c1ccccc1F (stereo unspecified)
10. COc1ccc(Cl)cc1C(=O)NCc1nnnn1-c1ccccc1
11. COc1ccc(C)cc1NC(=O)CN(C)S(=O)(=O)c1ccc2[nH]c(=O)oc2c1
12. Cc1ccc(NC(=O)CSC(C)C(=O)NCCc2ccccn2)cc1 (stereo unspecified)
13. Cc1ccc2c(c1)-c1c(cnn1CC(=O)N1CCCN(Cc3ccccc3F)C1)CO2
14. CCOP(=O)(c1ccc(N(C)C)cc1)C(O)c1c(Cl)cccc1Cl (stereo unspecified)
15. COC(=O)c1cc(Cl)nc2ccccc12
16. Cc1nc2c(-c3ccccc3)c(C)nn2c(SCC(N)=O)c1Cc1ccccc1

screen / no. | 9 | 10 | 11 | 12 | 13 | 14 | 15 | 16
TRb-SRC2 inh | 2% | 3% | -2% | -1% | 3% | -13% | 1% | -3%
Epigenetic derep | 2.9% | 5.7% | 1.5% | -0.5% | -1.0% | -0.8% | -3.5% | 3.2%
TR SRC2 fluor cs | 1% | 0% | 1% | -2% | 0% | 1% | 0% | 0%
Tau FP inhib | -11% | -5% | -5% | -2% | 4% | 3% | -7% | -2%
Tau fluor counter | -6% | -1% | 0% | 1% | -2% | 5% | 2% | -3%
GLA spleen mod | / | / | / | 1% | -3% | 2% | 5% | 1%
CBFb-RUNX1 inh | / | / | / | 0% | -10% | 2% | 3% | 3%
NPSR antag | / | / | / | 1% | 16% | -25%[46.1 µM] | 11% | -31%

4 compounds picked at random from those above, as already listed:
13. Cc1ccc2c(c1)-c1c(cnn1CC(=O)N1CCCN(Cc3ccccc3F)C1)CO2
16. Cc1nc2c(-c3ccccc3)c(C)nn2c(SCC(N)=O)c1Cc1ccccc1
11. COc1ccc(C)cc1NC(=O)CN(C)S(=O)(=O)c1ccc2[nH]c(=O)oc2c1
9. O=C(NCC(c1ccco1)S(=O)(=O)c1cccs1)c1ccccc1F (stereo unspecified)

screen / no. | 13 | 16 | 11 | 9
TRb-SRC2 inh | 3% | -3% | -2% | 2%
Epigenetic derep | -1.0% | 3.2% | 1.5% | 2.9%
TR SRC2 fluor cs | 0% | 0% | 1% | 1%
Tau FP inhib | 4% | -2% | -5% | -11%
Tau fluor counter | -2% | -3% | 0% | -6%
GLA spleen mod | -3% | 1% | / | /
CBFb-RUNX1 inh | -10% | 3% | / | /
NPSR antag | 16% | -31% | / | /

New compounds follow.
17. Cc1ccc2oc(-c3cc(NC(=O)Cc4ccccc4)ccc3Cl)nc2c1
18. CN(C)CCNC(=O)c1scc2c1CCCC2
19. CN(Cc1ccccc1)c1ccc([N+](=O)[O-])cc1C(=O)O
20. N=c1n(Cc2ccc(Cl)cc2)c2ccccc2n1CC(O)COc1ccccc1 (stereo unspecified)
21. CCOC(=O)N1CCN(C(=O)C(NC(=O)c2ccc(CC)cc2)C(C)C)CC1 (stereo unspecified)
22. Cc1nc(-c2ccccc2)sc1-c1ccc(SCC(=O)Nc2ccc(F)cc2F)nn1
23. COc1ccc(CNC(=O)c2c(O)nc3cc(C)ccn3c2=O)cc1
24. O=C(NCc1ccccc1)N(Cc1cc2cc3c(cc2[nH]c1=O)OCCO3)CC1CCCO1 (stereo unspecified)

screen / no. | 17 | 18 | 19 | 20 | 21 | 22 | 23 | 24
TRb-SRC2 inh | 4% | 1% | 2% | -4% | -15% | 3% | -4% | 4%
Epigenetic derep | 2.7% | 4.7% | -0.2% | 0.0% | 1.1% | 4.9% | 0.0% | -5.9%
TR SRC2 fluor cs | -1% | -2% | -5% | -2% | 3% | 0% | 5% | 2%
Tau FP inhib | ? | -2% | 2% | -11% | 7% | -14% | 3% | -1%
Tau fluor counter | ? | 17% | -1% | 0% | 6% | -20% | -1% | -3%
GLA spleen mod | / | 1% | 0% | 1% | 1% | / | / | 4%
CBFb-RUNX1 inh | / | -4% | -5% | -8% | 14% | / | / | -2%
NPSR antag | / | 15% | -7% | ? | -11%[46.1 µM] | / | / | -12%[46.1 µM]

25. O=C(O)c1ccc(OCc2cn3ccccc3n2)cc1
26. CCCC(=O)Nc1nc2ccc(S(=O)(=O)N3CCCCC3)cc2s1
27. CCN(CC)S(=O)(=O)c1cccc(C(=O)NCc2ccccc2)c1
28. CCCCNC(=O)c1nn(-c2ccc(CC)cc2)nc1CO
29. CN1CCN(C(=O)C2=C[C@@H](C(C)(C)C)C[C@@H](OCc3ccc(CO)cc3)O2)CC1
30. CCOCCCNS(=O)(=O)c1ccc(NC(=O)c2ccc([N+](=O)[O-])cc2Cl)cc1
31. Cc1nn(C)c(C)c1S(=O)(=O)N1CCCC(C(=O)NCC2COc3ccccc3O2)C1 (stereo unspecified)
32. O=C(O)c1ccc2[nH]c3c(c2c1)CSCC3

screen / no. | 25 | 26 | 27 | 28 | 29 | 30 | 31 | 32
TRb-SRC2 inh | 5% | 2% | -2% | -8% | -6% | -9% | 4% | -7%
Epigenetic derep | 2.1% | 4.0% | 9.2% | -0.9% | 0.8% | 1.3% | -1.2% | -0.8%
TR SRC2 fluor cs | -3% | -2% | -1% | 1% | -3% | -1% | 1% | 0%
Tau FP inhib | 1% | -4% | 8% | 6% | 2% | 8% | -3% | ?
Tau fluor counter | -2% | -12% | -4% | -1% | -5% | -24% | -5% | ?
GLA spleen mod | 2% | 1% | -17% | / | -6% | -6% | -1% | -3%
CBFb-RUNX1 inh | 16% | 1% | 0% | / | -2% | -4% | 0% | 13%
NPSR antag | 7% | 4%[46.1 µM] | 0% | / | -5% | 4% | -2%[46.1 µM] | 1%[46.1 µM]

33. CN1C/C(=C\c2ccc(N3CCOCC3)cc2)C(=O)/C(=C/c2ccc(N3CCOCC3)cc2)C1
34. COc1ccc(Cl)cc1N(CC(=O)N1CCN(Cc2ccccc2)CC1)S(C)(=O)=O
35. CC1CCN(CCOCCOc2ccc(Br)cc2Cl)CC1
36. COc1cc(OC)c(OC)cc1/C=C/c1cc(C(=O)O)c2ccccc2n1
37. Cc1cccc(NC(=O)c2cc(S(=O)(=O)NCc3ccco3)ccc2F)c1C
38. Cc1cc(O)c(C(c2ccccc2Cl)N2CCN(c3ccccc3)CC2)c(=O)n1Cc1ccco1 (stereo unspecified)
39. O=C(NCC1CCCO1)C1CCN(S(=O)(=O)c2cccc3cccnc23)CC1 (stereo unspecified)
40. Cc1cc(NC(=O)CSc2nnc(C3CC3)n2N)c([N+](=O)[O-])cc1C

screen / no. | 33 | 34 | 35 | 36 | 37 | 38 | 39 | 40
TRb-SRC2 inh | 0% | 2% | -8% | 3% | -16% | 12% | 12% | -1%
Epigenetic derep | ? | 0.7% | -1.5% | -1.6% | 0.0% | -3.4% | 0.6% | -0.1%
TR SRC2 fluor cs | -1% | 1% | -1% | -4% | 3% | 0% | 0% | -7%
Tau FP inhib | 20% | 3% | 4% | 3% | 14% | -5% | -5% | -4%
Tau fluor counter | 5% | 0% | -1% | -3% | -4% | 1% | -7% | -7%
GLA spleen mod | -3% | 8% | -4% | 8% | -1% | / | 5% | -5%
CBFb-RUNX1 inh | 11% | -3% | 4% | 2% | 2% | / | 8% | -1%
NPSR antag | -51% | -4%[46.1 µM] | 4% | -25% | -6%[46.1 µM] | / | -1%[46.1 µM] | 4%

41. NC(=O)NCCC[C@H](N)C(=O)O
42. COc1ccc(Cl)cc1C(=O)Nc1cccc(-c2ccc3nncn3n2)c1
43. COc1c2ccoc2c(OCC=C(C)C)c2oc(=O)ccc12
44. Cc1ccc(-c2nnc(N(C)C(=O)c3ccncc3)s2)cn1
45. CC(=O)c1cc2c(O)c(O)ccc2o1
46. O=c1c2ccccc2nc(-c2ccccc2)n1/N=C/c1ccc([N+](=O)[O-])cc1

screen / no. | 41 | 42 | 43 | 44 | 45 | 46
TRb-SRC2 inh | -4% | 0% | -3% | -1% | 2% | -10%
Epigenetic derep | 1.0% | 6.0% | -1.0% | -2.4% | 1.0% | -1.0%
TR SRC2 fluor cs | -1% | -16% | -2% | 1% | 8% | 2%
Tau FP inhib | -4% | -8% | -8% | 2% | -11% | 4%
Tau fluor counter | -2% | -18% | -29% | 0% | -15% | -4%
GLA spleen mod | -7% | -6% | 10% | 5% | 2% | 4%
CBFb-RUNX1 inh | 4%[21.7 µM] | ? | 3%[2.36 µM] | 6% | -8% | 7%
NPSR antag | / | 8% | 3% | -11%[46.1 µM] | -21%[46.1 µM] | 6%
